Nrf2 inh: inhibitors of Nrf2 signaling; A549 ARE-Fluc reporter, luciferase luminescence, 18-24 h; Potency, µM (doses to about 46 µM), inactives show at the top dose activity change, negative = inhibition, usual class: inhibitors; 2.1% of 360,000 active; AID 504444; note: potency is the fitted concentration of half-maximal effect; % is set by controls: 0 for no effect and ±100 for the full control effect; nearly all actives have a fitted effect of over 60% in size
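Nrf2 activity is the BugLite luminescence, read 15 min after reagent at room temperature, following CellTiter-Fluor cytotoxicity readout (30 min, 37C). Compound titrations were applied for 18-24 h to 5000 A549 ARE_Fluc cells/well in 5% FBS OPTI-MEM.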
HepG2 tox: HepG2 cytotoxicity, counter-screen for TGF-b inhibitors | AID 588856 | Potency, µM (titrated, usually from 46.1 µM), for the others: at the top dose activity change, negative = cytotoxicity, most hits filed as cytotoxic | HepG2 CAGA-GFP viability, ATP luminescence, 18 h | 0.76% of 410,000 active; note: potency is the fitted concentration of half-maximal effect; some results filed as inactive show a strong effect at the top dose
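CellTiter-Glo luminescence gave cytotoxicity after 18 hours at 37 degrees C. The cells were HepG2 CAGA-GFP in 1% FBS DMEM, stimulated with 500 pg/mL TGF-beta after compound addition. %Activity was normalised to no-cell wells (complete cell-killing) and DMSO (no toxicity), and curves were fitted and classified.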
S2 tox: viability counter-screen for ATXN expression inhibitors. AID 651635. S2 cells (HEK-293 line with an ATXN2-luciferase reporter) viability, CellTiter-Fluor protease fluorescence, 24 h. Potency, µM (doses to about 56.7 µM), actives largely listed as cytotoxic. 0.49% of 400,000 active; note: potency is the fitted concentration of half-maximal effect; nearly all actives have a fitted effect of over 40% in size
pAkt inh: blocks phosphorylation of Akt | activity change, % for hits at 50 µM | 0.32% of 360,000 active | Neuro2A IGF-stimulated pAkt S473 HTRF, 20 min; active compounds read low | AID 651550; in the data active = activity change below about -80%; inconclusive = mostly about -51% to -80%; note: % is set by controls: 0 for no effect and ±100 for the full control effect
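Neuro2A cells in DMEM with 0.5% FBS, overnight at 37 deg C, given compound at single 50 µM final, then IGF (6 nM final) for 20 min at 37 deg C. Lysed; phospho-Akt Ser473 by HTRF after 24 h, 665/615 ratio.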
A549 tox: counter-screen for Nrf2 inhibitors: cytotoxicity in A549 cells; A549 ARE-Fluc cells, CellTiter-Fluor viability, 18-24 h; Potency, µM (series often up to 46 µM), inactives show at the top dose activity change, negative = cytotoxicity, most hits filed as inhibitors; 0.16% of 390,000 active; AID 504648; note: potency is the fitted concentration of half-maximal effect; % is set by controls: 0 for no effect and ±100 for the full control effect
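A549 ARE_Fluc cells in 5% FBS OPTI-MEM were exposed to compounds in concentration-response for 18-24 h at 37 deg C. Viability was read by CellTiter-Fluor fluorescence (Ex 405/Em 525) after 30 min, before the luciferase read.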
Nrf2 activator: Nrf2 pathway activation; AID 624171; Potency, µM (highest dose often 46.1 µM), for inactives: at the highest dose activation, most hits filed as activators; 0.31% of 410,000 active; AREc32 ARE-luciferase reporter (MCF7-derived line), luminescence, 24 h; note: potency is the fitted concentration of half-maximal effect; % of control where 0% means no effect; nearly all actives have a fitted effect of over 65% in size
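Luminescent ARE reporter assay in AREc32_Fluc cells: overnight plating at 37 deg C, 24 hr compound incubation, Steady-Glo added, 30 min RT before reading.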
Mm-Cpn inhibitor: inhibitors of Methanococcus maripaludis chaperonin (MmCpn) | AID 504842 | Potency, µM (highest dose often 76.9 µM), inactives show at the top dose activity, negative = inhibition, most hits filed as inhibitors | 0.031% of 330,000 active | purified Mm-Cpn ATPase, ADP Transcreener TR-FRET; note: potency is the fitted concentration of half-maximal effect; % is set by controls: 0 for no effect and ±100 for the full control effect; nearly all actives have a fitted effect of over 80% in size
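TR-FRET (320 nm excitation; 590 and 665 nm emission) reports ADP made from 10 uM ATP by 25 nM enzyme; compounds were preincubated 10 min, reaction run 30 min, both at 37°C.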
CCT modulator: cytosolic chaperonin activity modulation. 0.3% of 360,000 active. activity change, % (test concentration not listed), hits read low. purified chaperonin ATPase assay, HTRF ADP detection, 30 min. AID 651819; in the data active = activity change below about -30%; note: % is set by controls: 0 for no effect and ±100 for the full control effect
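Enzyme 40 or 20 nM (batch-dependent) in Tris pH 7.4/KCl/MgCl2/DTT; cpd 76 uM single point; ATP 10 uM; 30 min 37 °C; Transcreener ADP HTRF detection, 30 min RT; ratio 665/615.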
TGFb SMAD3 inh: blocks TGF-b signaling. AID 588855. Potency, µM (doses to about 46.1 µM), without a hit: at the highest dose activity, negative = inhibition, actives largely listed as inhibitors. 1.2% of 410,000 active. HepG2 CAGA-GFP TGF-b/SMAD3 reporter, GFP fluorescence, 18 h; TGF-beta stimulated, 500 pg/mL final; note: potency is the fitted concentration of half-maximal effect; % is set by controls: 0 for no effect and ±100 for the full control effect; nearly all actives have a fitted effect of over 65% in size
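GFP signal (ex488/em500-530) from TGF-beta-stimulated HEPG2 CAGA-GFP cells, 500 pg/mL final, 18 h at 37 degrees C in DMEM plus 1% FBS, normalized to unstimulated and DMSO-stimulated controls.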
Active calls of the source: *; i = inactive; ? = inconclusive; . = no result given; & = joins results of further samples; [ ] = another dose, or the depositor's remark. Unless noted, calls come from the whole dose curve; as a rule, active = well fitted curve in the direction sought with a large enough effect; inconclusive = small, poorly fitted or top-dose-only effect, or another doubt; inactive = no such curve, though single readings can be large; an effect the other way counts as inactive or inconclusive.

SMILES | Nrf2 inh | HepG2 tox | S2 tox | pAkt inh | A549 tox | Nrf2 activator | Mm-Cpn inhibitor | CCT modulator | TGFb SMAD3 inh
O=C(CNC(=O)c1cc(=O)[nH]c2ccccc12)Nc1ccc(F)c(F)c1 | 4% | -7% | i | i | ? | 3.6% | 1% | -0.8 | 8%
Cc1ccc2[nH]c(O)c(N=NC(N)=S)c2c1 | -24% | -20% | i | i | -3% | -0.4% | 2% | -3.9 | ?
COc1cccc2c1cc1c(=O)n(CC(=O)N3CCC(C)CC3)nc(C)n12 | -9%&-4% | -15%&-1% | i | i | 1%&-6% | -0.2%&0.2% | 1% | -3.8 | -10%&0%
O=C1CC(N2CCCCC2)C(=O)N1c1ccccc1 (configuration not stated) | 15% | -10% | i | i | 3% | -0.6% | 0% | -4.1 | -17%
Cc1cc(Cl)ccc1NS(=O)(=O)c1ccc2c(c1)CCN2S(C)(=O)=O | . | -1% | i | . | 4% | -0.8% | . | . | ?
CSc1ccccc1NC(=O)Nc1cccc(Cl)c1Cl | -9% | -20% | i | i | -15% | 1.5% | 3% | -3.8 | -13%
Cc1cc(=O)oc2cc(OCC(=O)N3CCOCC3)ccc12 | 0% | -3% | i | i | 5% | -0.4% | 0% | 0.6 | -1%
CCOCC(=O)Nc1nc2ccc(OCC)cc2s1 | -9% | -22% | i | i | -14% | -0.5% | -1% | -1.3 | -10%
O=C(NCCOc1ccc(F)cc1)C1CCC(=O)N(CCN2CCOCC2)C1 (configuration not stated) | 14% | -27% | i | i | 1% | -0.4% | 2% | 4.4 | -4%
CCOC(=O)N1CCN(c2cc(=O)n(Cc3ccc(F)cc3)c(=O)[nH]2)CC1 | 1% | -15% | i | i | 6% | -0.8% | -1% | -1.0 | -17%
Cn1c(NC(=O)C(C)(C)Oc2ccc(Cl)cc2)cc(=O)n(C)c1=O | -3% | -16% | i | i | 15% | 0.3% | -1% | -5.3 | -3%
c1ccc(CCn2c(SCc3ccccc3)nnc2-c2ccncc2)cc1 | 6% | -38% | i | i | -1% | 0.4% | -1% | -1.0 | -19%
COc1ccc(Cl)cc1-c1noc([C@@H]2O[C@H](CO)[C@H](O)[C@H](O)[C@H]2O)n1 | . | 0% | i | i | . | 0.3%[9.22 µM] | . | -5.5 | 18%
CCN1CCN(c2ccc(NC(=O)c3cccc4ncccc34)cc2)CC1 | 3% | -15% | i | i | 1% | 0.2% | 0% | -1.0 | -5%
CCN(CC)S(=O)(=O)c1ccc(NC(=O)c2cc(=O)[nH]c3ccccc23)cc1 | 1% | -17% | i | i | -2% | 0.1% | 1% | -0.9 | 3%
COc1cccc(NC(=S)N2CCN(C(c3ccccc3)c3ccccc3)CC2)c1 | -25% | -27% | i | i | -1% | 2.3% | 0% | -0.4 | -3%
S=c1[nH]nc(-c2ccccc2)n1/N=C/c1cccc(Br)c1 | -14% | -7% | i | i | 3% | 7.4% | 0% | -2.9 | 7%
C=CCn1c(-c2cc3cccc(OC)c3o2)n[nH]c1=S | -16% | 7% | i | i | 0% | -0.8% | -11% | 1.5 | 0%
c1cncc(CNc2ncnc3ccc(-c4ccoc4)cc23)c1 | -8% | 1% | i | . | -2% | -0.3% | 2%&-1% | . | -2%
Cc1ccccc1N1CCN(CCCN2C(=O)CC(=C(c3ccccc3)c3ccccc3)C2=O)CC1 | -7% | -17% | i | i | -15% | -0.1% | -1% | -2.3 | ?
Cc1[nH]ccc(=O)c1OCc1ccc(Cl)cc1 | 10% | -1% | i | i | -3% | 0.5% | 1% | 0.8 | -4%
O=C(CCc1nnc(C2CCCCC2)o1)N1CCN(c2ccccc2F)CC1 | 117% | -17% | i | i | 29% | 3.7% | 3% | 1.1 | -2%
COc1ccc(CCN2C(=O)c3oc4cc(C)cc(C)c4c(=O)c3C2c2ccccc2F)cc1OC (configuration not stated) | 22% | 2% | i | . | 4% | -0.5% | . | . | -1%
Cc1c(Cl)cccc1NC(=O)Nc1nnc(N2CCCCCC2)s1 | -29% | -2% | i | . | 4% | -0.7% | . | . | -10%
O=C(COc1ccc(Br)cc1)OCC(=O)c1ccc[nH]1 | . | -35% | i | i | . | -0.1% | . | -1.5 | 0%
COc1ccccc1N(C(=O)c1snc(C(N)=O)c1N)C(C(=O)NCCC(C)C)c1ccco1 (configuration not stated) | ? | -21% | i | i | -1%[1.84 µM] | -0.8% | ? | 0.2 | -1%
O=C1[C@H]2CC3C=CC2(O3)[C@@H]2OCCCN12 (some centres not stated) | -11% | 17% | i | i | 0% | 0.4% | 2% | -1.7 | -4%
CCn1c(=O)n(CC2CCC(C(=O)NC(C)C)CC2)c(=O)c2sccc21 (configuration not stated) | ? | 15% | i | . | 7% | 0.1% | . | . | 0%
CC(=O)c1ccc(NC(=O)CN2C(=O)CCc3ccccc32)cc1 | ? | 2% | i | . | 0% | -0.7% | . | . | 8%
COC(=O)c1cc(NC(=O)c2ccc(Cn3cc(Cl)cn3)o2)cc(C(=O)OC)c1 | 21µM* | -5% | 20µM* | i | ? | 0.2% | 1% | 0.1 | -12%
O=C1CNC(=S)N1Cc1ccccc1 | 8% | -15% | i | i | 8% | -0.5% | -9% | -1.9 | -2%
Cc1cc2c(SCC(=O)Nc3ccccc3O)ncnc2s1 | -11% | 1% | i | i | 2% | 0.3% | . | -6.4 | 6%
COc1ccccc1-c1cc(C(=O)N/N=C/c2ccc(C)s2)c2ccccc2n1 | ? | -27% | i | i | -21% | -0.2% | -9% | -1.3 | -2%
O=C1CC(c2ccc3c(c2)OCO3)c2cc3c(cc2N1)OCO3 (configuration not stated) | . | 3% | i | i | -1% | 0.3% | . | -0.2 | 5%
CCOc1ccc(S(=O)(=O)NCCC(=O)NCC(c2cccs2)N2CCOCC2)cc1 (configuration not stated) | -2% | -16% | ? | i | -1% | -1.1% | -1% | -1.4 | -25%
CCCCCCCN1CCC(=O)N([C@H](CO)c2ccccc2)CC1 | -3% | 5% | i | i | 2% | -0.5% | 0% | -2.3 | 16%
CC1CCCN(C(=O)Nc2cccc(NC(=O)N3CCCC(C)C3C)c2)C1C (configuration not stated) | 19% | 11% | i | i | -3% | 0.2% | -1% | -1.4 | -16%
CCC(C(=O)OC)n1nnc2sc(-c3ccccc3)cc2c1=O (configuration not stated) | ? | 2% | i | . | 0% | 8.8% | . | . | -1%
COC(=O)c1sccc1NC(=O)c1c(F)c(F)c(F)c(F)c1F | -11% | -22% | ? | i | 1% | ? | . | 1.0 | -21%
Cc1ccc(Cn2c(=N)n(CC(=O)c3ccccc3)c3ccccc32)cc1 | -13% | -35% | ? | i | -1% | -0.1% | -8% | -6.2 | ?

Brought forward from above: 5 entries; new compounds follow.
SMILES | Nrf2 inh | HepG2 tox | S2 tox | pAkt inh | A549 tox | Nrf2 activator | Mm-Cpn inhibitor | CCT modulator | TGFb SMAD3 inh
CCCCCCCN1CCC(=O)N([C@H](CO)c2ccccc2)CC1 | -3% | 5% | i | i | 2% | -0.5% | 0% | -2.3 | 16%
CC1CCCN(C(=O)Nc2cccc(NC(=O)N3CCCC(C)C3C)c2)C1C (configuration not stated) | 19% | 11% | i | i | -3% | 0.2% | -1% | -1.4 | -16%
CCC(C(=O)OC)n1nnc2sc(-c3ccccc3)cc2c1=O (configuration not stated) | ? | 2% | i | . | 0% | 8.8% | . | . | -1%
COC(=O)c1sccc1NC(=O)c1c(F)c(F)c(F)c(F)c1F | -11% | -22% | ? | i | 1% | ? | . | 1.0 | -21%
Cc1ccc(Cn2c(=N)n(CC(=O)c3ccccc3)c3ccccc32)cc1 | -13% | -35% | ? | i | -1% | -0.1% | -8% | -6.2 | ?
CC(OC(=O)Cc1ccsc1)C(=O)Nc1ccc(C(N)=O)cc1 (configuration not stated) | 4% | 2% | i | i | 6% | 0.1% | 0% | -0.4 | 13%
Clc1ccc(-n2cnnn2)cc1 | 1% | -3% | i | i | 3% | -0.5% | -13% | -1.2 | 2%
COc1ccc(CN2CCN(S(=O)(=O)c3ccc(NC(C)=O)cc3)CC2)c(OC)c1OC | ? | -1%&-7% | i | i | -8%&1% | 3.5%&4.7% | 2% | -0.8 | ?
CCC(=O)Nc1cc(ON=C(C)C)cc([N+](=O)[O-])c1 | -4% | 2% | i | i | 0% | 2.2% | 2% | 0.3 | -1%
Cc1nnc(NC(=O)/C=C/c2ccco2)s1 | 9% | -5% | i | i | -3% | 3.5µM* | 0% | -2.1 | -18%
COc1ccc2oc(C(=O)OCC(=O)NCc3ccco3)c(C)c2c1 | 2% | -3% | i | i | -1% | 4.3% | 0% | -1.3 | -10%
Cc1nc(NC(=O)COC(=O)c2cc3c(s2)CCC(C)C3)c(Cl)cc1Cl (configuration not stated) | 11% | 1% | i | i | 1% | -1.8% | 0% | -3.1 | 5%
CC1CCCCN1C(=O)C1COc2ccccc2O1 (configuration not stated) | -10% | -3% | i | i | -2% | 0.3% | -1% | 0.8 | -11%
CCOc1ccc(C(=O)NC2CCN(S(C)(=O)=O)CC2)cc1 | -4% | -3% | i | i | 2% | 0.1% | 1% | -2.6 | 0%
COc1ccc(S(=O)(=O)N2CCCC2C(=O)Nc2ccc(O)cc2)cc1 (configuration not stated) | 1% | -11% | ? | i | -3% | -0.7% | -3% | -0.8 | 13%
Cc1c(C(=O)N2CCC(c3nc4ccccc4s3)CC2)oc2cc(Br)ccc12 | -7% | 2% | i | . | 0% | 4.4% | . | . | ?
Cc1cc(N=Nc2ccccc2)cc(C)c1NC(=O)C(F)(F)F | ? | 1% | i | i | ? | 0.4% | . | 2.1 | -30%
O=C(CSc1nnc([C@@H]2CCCN2)o1)c1ccc(Cl)cc1 | 4% | 1% | i | i | -10% | 0.2% | 0% | -0.6 | 0%

From PubChem
